Screening data from PubChem.
PAFAH1B2 FP inh: PAFAH1B2 enzyme inhibitors, primary screen, biochemical, fluorescence polarization, human; 340,000 tested, 1.2% active; recombinant PAFAH1B2, FP-rhodamine activity probe; Platelet-activating factor acetylhydrolase IB subunit alpha2 (Homo sapiens), P68402; inhibition, % at 3.39 µM;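 active = inhibition above the mean of all tested compounds plus 3 SD, cut at about 24% in these data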;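 note: 0% = enzyme with DMSO and 100% = wells lacking PAFAH1B2; many of its hits are not listed in these tables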
LYPLA2 counter: LYPLA2 inhibitors, primary screen, counter-screen for PME1 inhibitor project, biochemical, fluorescence polarization, FP-Rh probe ABPP; Acyl-protein thioesterase 2 (Homo sapiens), O95372; recombinant LYPLA2; inhibition, % at 5.9 µM; 320,000 tested, 0.38% active; AID 2177, 2009;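 active = inhibition above the screen-wide mean plus 3 SD, limit set per campaign, cut at about 26% in these data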;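 note: 0% = LYPLA2 with DMSO and 100% = wells lacking LYPLA2 enzyme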
Target sequence (O95372 whole entry, looked up): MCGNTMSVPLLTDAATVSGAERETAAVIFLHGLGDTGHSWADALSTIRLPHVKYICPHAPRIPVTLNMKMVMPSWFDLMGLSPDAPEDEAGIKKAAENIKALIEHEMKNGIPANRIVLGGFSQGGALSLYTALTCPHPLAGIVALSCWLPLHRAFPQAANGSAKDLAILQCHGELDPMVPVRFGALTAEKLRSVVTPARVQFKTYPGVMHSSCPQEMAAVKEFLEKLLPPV
PME-1 primary: PME-1 inhibitors via competitive probe labeling, primary screen, biochemical, fluorescence polarization, FP-Rh probe, HTS; recombinant PME-1; inhibition, % at 5.9 µM; 320,000 tested, 0.53% active; AID 2130, 2009;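 active = inhibition above the campaign mean of all compounds plus 3 SD, cut at about 26% in these data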;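 note: competitive labeling of PME-1 active site by serine hydrolase directed probe; 0% = PME-1 with DMSO and 100% = wells lacking PME-1 enzyme; inhibitors block probe labeling so polarization falls and inhibition rises; many of its hits are not listed in these tables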
PREPL inhibitor: PREPL enzyme inhibitors, primary screen, biochemical, fluorescence polarization; Prolyl endopeptidase-like (Homo sapiens), Q4J6C6; recombinant PREPL, fluorescence polarization activity-based probe; inhibition, % at 5.96 µM; 320,000 tested, 0.68% active; in the data active = inhibition above about 43%;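 note: 0% = enzyme with DMSO and 100% = wells lacking enzyme; many of its hits are not listed in these tables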
LYPLA1 counter: LYPLA1 inhibitors, primary screen, counter-screen for PME1 inhibitor project, biochemical, fluorescence polarization, FP-Rh probe ABPP. Acyl-protein thioesterase 1 (Homo sapiens), O75608. recombinant LYPLA1. inhibition, % at 5.9 µM. 320,000 tested, 0.16% active;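 active = inhibition above the mean of all tested compounds plus 3 SD, set per campaign, cut at about 14% in these data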;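 note: inhibitors block serine hydrolase probe labeling of LYPLA1 so polarization falls; 0% = enzyme with DMSO and 100% = wells lacking LYPLA1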
GSTO1 counter: inhibitors of recombinant GSTO1, primary screen, counter-screen for RBBP9 inhibitor project, biochemical, fluorescence polarization; Glutathione S-transferase omega-1 (Homo sapiens), P78417; activity-based probe fluorescence polarization; inhibition, % at 5.96 µM; 300,000 tested, 1.1% active;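 active = inhibition above the campaign mean inhibition plus 3 SD, cut at about 35% in these data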;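 note: 0% = GSTO1-1 with DMSO and 100% = wells lacking GSTO1-1 enzyme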
Target sequence (P78417 whole entry, looked up): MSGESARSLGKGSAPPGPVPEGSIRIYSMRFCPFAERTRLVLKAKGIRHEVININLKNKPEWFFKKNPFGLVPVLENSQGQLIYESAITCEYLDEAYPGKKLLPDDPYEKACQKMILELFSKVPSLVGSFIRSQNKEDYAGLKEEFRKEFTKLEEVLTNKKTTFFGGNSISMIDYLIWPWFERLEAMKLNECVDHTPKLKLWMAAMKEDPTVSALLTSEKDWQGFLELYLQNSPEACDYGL
pPAFAH FP inh: pPAFAH enzyme inhibitors, primary screen, biochemical, fluorescence polarization, human; Platelet-activating factor acetylhydrolase (Homo sapiens), Q13093; recombinant pPAFAH, FP-rhodamine probe fluorescence polarization; inhibition, % at 3.39 µM; 330,000 tested, 1.5% active; AID 463082, 2010;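 active = inhibition above the mean inhibition across the screen plus 3 SD, cut at about 25% in these data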;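 note: inhibitors block binding of the rhodamine activity-based probe so polarization drops; 0% = enzyme with DMSO and 100% = wells lacking pPAFAH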
Target sequence (Q13093 whole entry, looked up): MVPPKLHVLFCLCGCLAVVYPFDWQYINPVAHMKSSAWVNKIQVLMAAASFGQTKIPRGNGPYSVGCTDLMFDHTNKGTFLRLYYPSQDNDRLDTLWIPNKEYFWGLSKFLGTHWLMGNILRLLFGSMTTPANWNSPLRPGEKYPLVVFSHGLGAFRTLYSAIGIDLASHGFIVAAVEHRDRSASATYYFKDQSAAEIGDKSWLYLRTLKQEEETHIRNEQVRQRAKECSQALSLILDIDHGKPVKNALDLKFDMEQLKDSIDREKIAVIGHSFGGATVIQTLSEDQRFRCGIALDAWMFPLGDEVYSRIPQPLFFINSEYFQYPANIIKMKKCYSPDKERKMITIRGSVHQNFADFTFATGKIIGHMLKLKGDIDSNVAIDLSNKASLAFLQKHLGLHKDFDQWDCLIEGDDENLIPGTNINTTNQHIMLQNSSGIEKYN
PAFAH1B3 FP inh: PAFAH1B3 enzyme inhibitors, primary screen, biochemical, fluorescence polarization, human. Platelet-activating factor acetylhydrolase IB subunit alpha1 (Homo sapiens), Q15102. recombinant PAFAH1B3, FP-rhodamine probe. inhibition, % at 3.39 µM. 340,000 tested, 0.28% active;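 active = inhibition above the screen-wide average of all tested compounds plus 3 SD, cut at about 25% in these data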;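 note: 0% = enzyme with DMSO only and 100% = wells lacking PAFAH1B3 protein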
PAD4 FP inh: human PAD4 inhibitors, primary screen, biochemical, fluorescence polarization, 1536-well format. recombinant PAD4, RCA probe fluorescence polarization. inhibition, % at 6.36 µM. 330,000 tested, 0.41% active;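 active = percent inhibition above a cutoff equal to the mean of all tested compounds plus 3 SD, cut at about 15% in these data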;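 note: 0% = PAD4 with RCA probe and DMSO and 100% = probe without PAD4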
* hit, by the source's call; . = no result given; & = joins results of further samples.

Below each SMILES – PAFAH1B3 FP inh	PAD4 FP inh	LYPLA1 counter	pPAFAH FP inh	GSTO1 counter	PME-1 primary	PAFAH1B2 FP inh	PREPL inhibitor	LYPLA2 counter
CSc1ccccc1C(=O)C1CCCN(Cc2ccccn2)C1 (centres undefined)
→ 7.2	7.8	-1.1	4.2	3.8	6.1	4.9	3.5	-3.1
COc1ccc(CCN)cc1OC
→ -1.9	-1.9	-1.1	3.5	-0.5	-2.0	1.3	2.3	2.3
CCOC(=O)c1c(C)n(C(C)C)c2ccc(OC(=O)c3ccc(N4C(=O)CCC4=O)cc3)cc12
→ 5.1	-0.6	-3.7	5.2	-9.9	0.7	-1.3	16.5	-4.3
O=C(COc1ccc(S(=O)(=O)N2CCOCC2)cc1)N1CCN(Cc2ccc3c(c2)OCO3)CC1
→ 4.2	-1.8	2.8	8.3	6.1	-3.9	2.6	8.2	8.1
COC(=O)C1=C(c2c(C)noc2C)C[C@@H]2CC[C@H]1N2C(=O)NCCOc1ccccc1Cl
→ 2.0	1.6	-2.9	2.7	.	-2.3	-1.7	17.6	0.3
Cc1ccc(C2(O)CC(C)N(C)CC2C)cc1 (centres undefined)
→ 2.0	-1.6	1.0	3.6	0.0	-4.8	4.3	1.9	-4.2
CCCCn1c(O)c(C(CC)=NCCCn2ccnc2)c(=O)[nH]c1=O
→ .	0.8	-1.6	-7.2	10.3	-1.1	.	7.9	-4.8
NP(=O)(OCCCc1ccccc1)c1ccccc1 (centres undefined)
→ -4.5	-3.0	1.9	0.1	9.7	1.8	7.8	4.1	-2.6
CCCNC(=O)N1C2CCC1CC(O)(c1cccnc1)C2 (centres undefined)
→ 2.6	0.2	0.4	3.6	-2.5	-2.2	0.8	6.7	9.3
COc1ccc(C(=O)C(Cc2ccccc2)N(C)C)cc1 (centres undefined)
→ -0.7	-1.7	-1.3	2.6	15.3	-12.9	1.9	11.8	0.9
COc1ccc(OCC#CCN2CCC(C)CC2)cc1
→ 9.0	-2.2	-0.2	2.3	2.2	-4.1	15.6	11.0	1.8
CCOc1cc(CNCCc2ccccc2F)ccc1OC
→ 0.5	-1.9	-7.5	4.8	-0.6	0.1	-1.1	-9.2	-6.4
O=C(Cc1ccccc1)N1CCN(CC2CC=CCC2)CC1 (centres undefined)
→ 0.5	4.1	1.5	-2.2	0.3	2.6	0.4	7.6	-1.2
C[C@]12CC[C@H](O)CC1=CC[C@@H]1[C@@H]2CC[C@]2(C)C(=O)CC[C@@H]12
→ 9.0	0.3	0.8	0.1	-0.5	-6.6	4.8	3.0	3.0
Cc1ccc(Cn2nnnc2CN2CCC(n3nnc4cc(C(F)(F)F)ccc43)CC2)cc1
→ 15.6	1.0	-1.4	21.9	-7.6	-1.4	1.9	-8.6	15.2

More structures.
Below each SMILES – PAFAH1B3 FP inh	PAD4 FP inh	LYPLA1 counter	pPAFAH FP inh	GSTO1 counter	PME-1 primary	PAFAH1B2 FP inh	PREPL inhibitor	LYPLA2 counter
CC[C@@]1(O)C(=O)OCc2c1cc1n(c2=O)Cc2cc3ccccc3nc2-1
→ .	-0.1	4.5	1.0	-3.8	-3.8	.	9.9	11.9
O=c1oc2ccccc2c(O)c1C(c1ccccn1)c1c(O)c2ccccc2oc1=O
→ 3.8	0.1	-2.3	4.9	-0.4	5.7	2.1	-22.7	2.4
CCn1c(O)c(/C=N/NC(=O)c2ccccc2)c(=O)[nH]c1=S
→ 2.9	-3.1	-2.9	8.2	-7.9	3.0	-0.3	0.0	-0.8
Cc1ccc(CS(=O)(=O)Cc2ccc(C(=O)N3CCC4(CC3)OCCO4)o2)cc1
→ 1.5	4.9	3.3	40.3*	4.6	1.9	3.4	16.8	2.0
CN1C(=O)NC(=O)[C@]2(Cc3ccccc3N3CCN(c4ccccc4)CC32)C1=O (some centres undefined)
→ 5.8	-3.5	2.7	14.8	8.9	8.9	-2.9	16.9	7.8
O=C1/C(=C\c2cc3c(cc2Cl)OCO3)N2CCC1CC2
→ 2.4	-5.5	2.0	2.8	-0.3	2.3	4.1	6.1	2.5
O=C(O)C1=CC2c3ccccc3C1c1ccccc12
→ 7.7	-1.3	-2.9	3.8	0.1	-6.2	10.7	6.1	-6.3
CN1c2ccc([N+](=O)[O-])cc2CC2(C(=O)NC(=O)N(c3ccccc3)C2=O)C1c1ccccc1 (centres undefined)
→ 3.5	-6.7	-2.7	-1.5	3.2	3.1	-3.7	-3.6	-2.6
Cc1ccc(CN2C3CCCC2CC(NC(=O)Nc2cccc(F)c2)C3)cc1 (centres undefined)
→ 1.9	-3.1	-0.6	-2.2	0.6	3.7	5.0	-10.6	6.9
O=C(c1cc(F)ccc1F)C1CCCN(Cc2ccc3nonc3c2)C1 (centres undefined)
→ 1.3	3.2	-2.3	6.6	-2.3	-3.3	3.1	-13.6	2.0
CCc1ccc(N2C(=O)NC(=O)/C(=C/c3cccn3CCOc3ccc(C(C)CC)cc3)C2=O)cc1 (centres undefined)
→ -0.5	-3.5	-3.4	5.0	11.8	-2.0	13.5	5.4	-3.9
CC(C(=O)Nc1ccc(Cl)cc1Cl)N1CC=C(c2ccccc2)CC1 (centres undefined)
→ 5.7	0.5	-2.7	3.2	-6.2	-14.8	5.1	-13.8	-7.5
CC(C)Nc1ccc(Nc2ccccc2)cc1
→ 6.9	-0.3	1.6	21.7	27.8	1.6	4.9	77.2*	11.2
C=C1N2CCC(CC2)C1(O)c1ccccc1C (centres undefined)
→ 13.9	-7.7	2.4	-1.8	1.3	-4.8	1.9	10.6	-3.0
COc1ccc(CCNC(C)CCc2ccc(OC)cc2)cc1 (centres undefined)
→ 3.2	-0.8	-4.7	0.0	2.0	-3.8	2.2	1.2	-1.3

At a glance, some entries already given:
Below each SMILES – PAFAH1B3 FP inh	PAD4 FP inh	LYPLA1 counter	pPAFAH FP inh	GSTO1 counter	PME-1 primary	PAFAH1B2 FP inh	PREPL inhibitor	LYPLA2 counter
C=C1N2CCC(CC2)C1(O)c1ccccc1C (centres undefined)
→ 13.9	-7.7	2.4	-1.8	1.3	-4.8	1.9	10.6	-3.0
COc1ccc(CCNC(C)CCc2ccc(OC)cc2)cc1 (centres undefined)
→ 3.2	-0.8	-4.7	0.0	2.0	-3.8	2.2	1.2	-1.3

Later entries.
Below each SMILES – PAFAH1B3 FP inh	PAD4 FP inh	LYPLA1 counter	pPAFAH FP inh	GSTO1 counter	PME-1 primary	PAFAH1B2 FP inh	PREPL inhibitor	LYPLA2 counter
C[C@]12CCC3C(CC[C@H]4C[C@H](O)CC[C@]34C)C1[C@@H](O)C[C@@H]2O (some centres undefined)
→ 5.5	-1.8	.	0.2	.	.	1.9	6.1	.
COc1cc(CN=C(C)c2c(O)n(C)c(=O)n(C)c2=O)cc(OC)c1
→ 7.5	3.9	0.6	-2.7	3.1	2.5	3.4	7.3	5.6
Fc1ccc2c(c1)nnn2C1CCN(Cc2nnnn2CCc2ccccc2)CC1
→ 10.6	0.3	-2.4	4.4	1.9	-1.2	6.7	4.7	-1.2
O=C(Cc1ccccc1)OC(COCc1ccccc1)CN1CCOCC1 (centres undefined)
→ 17.5	-2.2	-2.2	1.1	2.0	1.2	6.8	-7.3	0.9
S=C=Nc1cccc(C2(N3CCCCC3)CCCCC2)c1
→ 21.9	2.1	-3.8	-1.4	-1.6	-3.0	5.3	39.4	-5.8
O=c1[nH]c(=S)n(Cc2ccc(F)cc2)c(O)c1C=NCC1CCCO1 (centres undefined)
→ 1.4	1.1	1.7	1.4	7.0	-3.5	34.4*	16.9	4.7
CCOC(=O)/C(=N\Nc1ccccc1)N1CC1
→ 4.7	-1.7	1.5	-0.3	7.2	-0.9	5.7	10.7	9.1
C#CC1(O)C=CC2C3CCC4=CC(=O)CCC4C3CCC21CC (centres undefined)
→ 3.0	0.7	-0.6	3.2	-0.3	3.0	4.5	4.2	5.0
CC[n+]1c(/C=C/C=C/c2ccc(N(C)C)cc2)sc2ccccc21
→ -33.2	-14.7	-51.2	-27.1	-55.5	-92.0	-25.2	9.5	-105.4
Cc1cc(OC(C)C(=O)NCC2CCC(C(=O)O)CC2)c2c3c(c(=O)oc2c1)CCC3 (centres undefined)
→ 4.4	-1.4	0.6	7.4	-7.5	0.7	4.2	-0.5	2.4
Nc1cncc(C(=O)O)c1
→ -2.9&1.1	1.1&1.2	0.3&3.4	0.5&1.1	-2.7&3.6	0.8&-0.2	1.8&1.7	-6.3&3.9	-5.0&2.2
Cc1ccccc1N1C(=O)/C(=C/c2ccco2)C(=O)NC1=S
→ .	-11.2	-14.7	91.3*	35.7*	16.8	.	46.0*	46.6*
COc1ccccc1N1C(=O)NC(=O)/C(=C/c2ccc3c4c(cccc24)CC3)C1=O
→ 5.3	-6.3	4.2	7.2	15.4	9.0	4.3	8.4	5.5
O=C(Cc1ccccc1)Oc1ccc([N+](=O)[O-])cc1
→ 3.0	0.0	-2.1	5.2	-2.4	-0.8	-0.4	-0.6	1.0
CCOP(=O)(Cc1ccc(C#N)o1)OCC
→ 1.8	-1.6	-1.7	1.2	3.3	1.4	7.9	1.1	-1.8

Next entries
Below each SMILES – PAFAH1B3 FP inh	PAD4 FP inh	LYPLA1 counter	pPAFAH FP inh	GSTO1 counter	PME-1 primary	PAFAH1B2 FP inh	PREPL inhibitor	LYPLA2 counter
CCC(=NCc1cccnc1)c1c(O)n(Cc2ccccc2)c(=O)[nH]c1=O
→ 5.7	-3.1	3.1	-5.0	2.3	8.6	2.1	17.0	-24.6
O=c1[nH]c(O)c(N=Nc2cc([N+](=O)[O-])ccc2O)c(=O)[nH]1
→ 20.5	-43.2	-17.8	-13.9	33.5	-31.8	10.7	-38.0	-44.3
C[C@H](O)[C@H]1CC[C@H]2[C@@H]3CCC4=CC(=O)CC[C@]4(C)[C@H]3CC[C@]12C
→ 6.5	1.5	-0.7	3.4	-1.0	6.5	-1.7	-3.7	5.0
CN1CCN(c2nc(N)c(Br)c(Cl)n2)CC1
→ 10.6	-0.8	1.9	7.1	-2.6	-2.0	4.9	4.9	0.4
COc1ccc(C(O)P(=O)(OC(C)C)OC(C)C)cc1 (centres undefined)
→ -3.3	-0.3	0.0	-0.1	-0.3	-0.9	-5.6	2.4	-0.1
CC(=O)c1c(O)n(C2CCCCCC2)c(=O)[nH]c1=O
→ 6.5	-4.7	2.9	3.5	8.0	-1.1	9.2	2.9	2.2

An excerpt; the hit share may differ from the screen's.
